Ub-GFP proteasome: inhibits proteasome, raising ubiquitin-GFP reporter fluorescence | Ubiquitin-GFP reporter cells, proteasome inhibition, GFP fluorescence; response scale: untreated = 0%, 10 µM MG-132 = 100% | Potency, µM (highest dose often 45.9 µM), without a hit: at the highest dose activation (GFP accumulation), most hits filed as activators | 67,000 tested, under 10 active | AID 526; active = well fitted activation curve with a large enough effect, not every such curve was filed as active; inconclusive = small, poorly fitted or top-dose-only effect, or another doubt; inactive = no such curve, though single readings can be large or run the other way; note: potency is the fitted concentration of half-maximal effect
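GFP accumulation read-out: laser plate cytometry counting ubiquitin(G76V)-GFP-expressing U2OS cells after 4 hr compound exposure at 37 °C. Titrations spanned 46 uM to 2.9 nM; 0% = basal, 100% = 10 uM MG-132; concentration-response curves fitted.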
USP2a inhib: inhibitors of human ubiquitin-specific protease USP2a; 60,000 compounds, 0.1% hits; O75604; USP2a enzymatic assay, qHTS inhibition; Potency, µM (titrated, usually from 38.3 µM), without a hit: at the highest dose activity change, negative = inhibition, most hits filed as inhibitors;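 note: potency is the fitted concentration of half-maximal effect; nearly all actives have a fitted effect of over 60% in size; plate controls were DMSO for no effect and NEM full inhibition control for full effect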
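Coupled readout: USP2-cleaved Ub-PLA2 (20nM final) turns over NBD C6-HPC (20uM final), Ex 460nm/Em 535nm after 2.5 h, time-zero read flagging artifacts. Enzyme (20nM final, pH 8.0 Tris) given 30 min RT with compound first; NEM defines full inhibition.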
4-MU autofl: compounds fluorescent in 4-MU spectral region; compound autofluorescence, 340/450 nm, 4-MU equivalents; stronger effect = higher value; max dye-equivalent concentration, M; 59,000 compounds, 11% hits; in the data active = max dye-equivalent concentration above about 10 nM; inconclusive = mostly about 1.1 nM to 9.6 nM
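Compounds in 100 mM Tris, pH 8.0, incubated 15 min at room temperature, then fluorescence read at 340 nm excitation/450 nm emission. Signal converted to 4-MU dye-equivalent concentration using an on-plate six-point 4-MU standard curve.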
Caspase-7 inhib: blocks human caspase-7 allosterically or competitively; P55210; recombinant caspase-7, Ac-DEVD-AFC fluorescence rate; Potency, µM (series often up to 57.5 µM), for inactives: at the top dose activity change, negative = inhibition, most hits filed as inhibitors; 75,000 compounds, 0.02% hits; active = well fitted inhibition curve with a large enough effect in the main read-out, with a control signal flat, not every such curve was filed as active; inconclusive = small, poorly fitted or top-dose-only effect, or a change in a side signal; note: potency is the fitted concentration of half-maximal effect; % of control where 0% means no effect
Target sequence (P55210 24-198 limits assumed): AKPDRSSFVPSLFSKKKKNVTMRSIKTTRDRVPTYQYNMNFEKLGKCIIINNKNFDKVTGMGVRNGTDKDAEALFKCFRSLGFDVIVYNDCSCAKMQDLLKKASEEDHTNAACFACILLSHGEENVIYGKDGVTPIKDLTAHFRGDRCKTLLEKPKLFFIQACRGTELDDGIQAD
Target sequence (P55210 207-303 limits assumed): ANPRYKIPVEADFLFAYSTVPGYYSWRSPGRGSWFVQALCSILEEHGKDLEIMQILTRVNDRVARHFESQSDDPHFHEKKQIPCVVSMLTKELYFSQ
Fluorescein autfl: compound autofluorescence in fluorescein spectral region | 59,000 compounds, 0.91% hits | Compound autofluorescence, 480/540 nm, fluorescein-equivalent; stronger effect = higher value | max fluorescein-equivalent concentration, M; in the data active = max fluorescein-equivalent concentration above about 10 nM; inconclusive = between about 1.1 nM and that limit
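Each compound is tested across a concentration series in 100 mM Tris buffer at pH 8.0. After 15 min at room temperature, plates are imaged with 480 nm excitation and 540 nm emission filters, and intensities are converted to fluorescein-equivalent values.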
Caspase-1 inhib: caspase-1 (human) inhibition, allosteric or competitive; P29466; Caspase-1 enzyme, Ac-WEHD-AFC fluorogenic rate; Potency, µM (doses to about 57.5 µM), inactives show top-dose activity change, negative = inhibition, most hits filed as inhibitors; 75,000 compounds, 0.03% hits;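 note: potency is the fitted concentration of half-maximal effect; plate controls were vehicle for no effect and no substrate for full effect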
Target sequence (P29466 120-297 limits assumed): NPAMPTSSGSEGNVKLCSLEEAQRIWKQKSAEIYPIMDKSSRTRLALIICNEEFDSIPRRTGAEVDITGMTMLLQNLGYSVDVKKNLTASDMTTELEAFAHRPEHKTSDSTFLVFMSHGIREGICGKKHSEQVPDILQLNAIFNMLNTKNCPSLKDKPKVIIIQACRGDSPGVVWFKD
Target sequence (P29466 317-404 limits assumed): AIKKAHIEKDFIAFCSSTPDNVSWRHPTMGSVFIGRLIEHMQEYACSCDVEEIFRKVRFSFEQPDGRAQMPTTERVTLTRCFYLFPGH
BRCT PPI red: BRCT-phosphoprotein interaction inhibition (red fluorophore); Potency, µM (doses to about 76.9 µM), without a hit: at the top dose activity change, negative = inhibition, hits mostly inhibitors; P38398; 75,000 compounds, 0.03% hits; BRCT-phosphopeptide binding, red fluorescence polarization; note: % is set by controls: 0 for no effect and ±100 for the full control effect
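Rhodamine-labelled pBACH1 10-mer (100 nM) bound to BRCT domain (100 nM) at pH 7.3; compounds incubated 12 min room temperature, polarization read. Free peptide defines full inhibition; unlabelled decapeptide titrated as control.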
HEK293 cAMP ctrl: counter-screen for TSHR agonists: cAMP increase in parental HEK293; 73,000 compounds, 2.5% hits; Potency, µM (series often up to 57.1 µM), for inactives: at the highest dose activation, actives largely listed as activators; parental HEK293 CNG cAMP sensor, membrane potential fluorescence; note: potency is the fitted concentration of half-maximal effect; % of control where 0% means no effect; nearly all actives have a fitted effect of over 55% in size
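Parental HEK 293 cells stably expressing a cAMP-gated CNG channel were loaded with membrane potential dye containing 100 uM RO 20-1724 for 60 min. Compound added for 30 min; depolarization read as fluorescence intensity at 590 nm.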
A350 fluor: compounds fluorescent in Alexa 350 spectral region; Compound autofluorescence, 340/450 nm, Alexa 350 dye-equivalents; stronger effect = higher value; max dye-equivalent concentration, M; 59,000 compounds, 11% hits; AID 590; in the data active = max dye-equivalent concentration above about 10 nM; inconclusive = mostly about 1.1 nM to 9.6 nM
Epigenetic mod: derepresses silenced GFP locus in mouse C127i cells; mouse C127i GFP locus derepression, cytometry, 30 h; Potency, µM (highest dose often 46.1 µM), inactives show at the highest dose GFP derepression (activation); 68,000 compounds, 0.09% hits; AID 597; note: % of control where 0% means no effect
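Locus derepression in mouse mammary C127i cells whose integrated CMV-GFP reporter is normally silent; GFP expression after 30 h compound treatment was quantified by counting fluorescent cells.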
BRCT PPI green: blocks human BRCA1 BRCT binding to phosphopeptide, green readout | P38398 | BRCA1 BRCT-phosphopeptide binding, green fluorescence polarization | Potency, µM (titrated, usually from 76.9 µM), without a hit: at the top dose activity change, negative = inhibition, hits mostly inhibitors | 75,000 compounds, 0.05% hits;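 note: potency is the fitted concentration of half-maximal effect; plate controls were peptide without protein for full effect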
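Fluorescence polarization: His-tagged BRCT (~35 kDa BRCA1 C-terminus, 250 nM) bound to 100 nM fluorescein-labeled phosphorylated 10-aa BACH1 peptide, pH 7.3 phosphate buffer with DTT and Tween 20. Compounds incubated 12 min at room temperature; inhibition read as lowered polarization.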
Numbers without * were called inactive; i = inactive; ? = inconclusive; / = not tested or not shown; [ ] = remark or other dose. Unless noted, calls come from the whole dose curve; as a rule, active = well fitted curve in the direction sought with a large enough effect; inconclusive = small, poorly fitted or top-dose-only effect, or another doubt; inactive = no such curve, though single readings can be large; an effect the other way counts as inactive or inconclusive. A portion of the library; count on the stated rates, not on these rows.

cpd | Compound | Ub-GFP proteasome | USP2a inhib | 4-MU autofl | Caspase-7 inhib | Fluorescein autfl | Caspase-1 inhib | BRCT PPI red | HEK293 cAMP ctrl | A350 fluor | Epigenetic mod | BRCT PPI green
1 | CCOc1ccc(-c2[nH]ncc2Oc2cccc(OC)c2)c(O)c1 | -2.6% | ? | i | -7.9% | ? | -5.3% | -3.6% | 0.0% | i | 6.9% | -5.8%
2 | COc1ccc(N(CC(=O)NC2CCCC2)C(=O)Cn2nnc(-c3ccc(C)cc3)n2)cc1 | -2.6% | 25.9% | i | -2.2% | i | -2.5% | -2.4% | 7.8% | i | 0.4% | -0.1%
3 | COc1cc2c(cc1OC)C(c1ccsc1)CC(=O)N2 (stereo not drawn) | -1.3% | -3.7% | i | 0.4% | i | 0.2% | 0.6% | 6.8% | ? | 4.3% | -1.9%
4 | COc1cc([C@@H]2c3cc4c(cc3[C@H](O)[C@H]3COC(=O)[C@H]23)OCO4)cc(OC)c1OC | / | / | ? | -0.5% | i | 3.1% | 1.2% | / | ? | -3.8%[20.6 µM] | 1.0%
5 | Cn1c(=O)c2[nH]c(Nc3ccccc3)nc2n(C)c1=O | -4.9% | 5.7% | i | -0.2% | i | 0.7% | 0.2% | -7.9% | i | 8.6% | -1.2%
6 | CCOc1cc(-c2nc(-c3cc(OC)c(OC)c(OC)c3)no2)cc(OCC)c1OCC | 5.8% | 1.7% | i | 1.6% | ? | 3.2% | -2.4% | -4.2% | i | 0.0% | -2.7%
7 | O=C(NCc1cccs1)C(NS(=O)(=O)c1cccc2nsnc12)c1ccccc1 (stereo not drawn) | 20.0% | 12.3% | i | 0.9% | i | -0.1% | 0.5% | 2.8% | i | -1.3% | 5.9%
8 | C=CCNC(=O)C1CCN(S(=O)(=O)c2ccc(Br)cc2)CC1 | 9.4% | 0.9% | / | -0.4% | / | -0.4% | 1.0% | 5.9% | / | 2.5% | 0.1%
9 | Cc1noc(C)c1C(=O)N1CCN(CCc2ccccc2)CC1 | 6.0% | 1.0% | 1.74e-08M* | -0.5% | ? | 2.5% | 1.3% | 3.8% | 1.88e-08M* | 0.0% | -1.2%
10 | CCCc1nc2oc3c(N4CCNCC4)ncnc3c2c2c1CCCC2 | 1.3% | -0.6% | 3.03e-08M* | -0.5% | i | -0.8% | 0.3% | 27.0% | 3.14e-08M* | 0.0% | -1.7%
11 | CS(=O)(=O)Nc1cccc(-c2nccc(NCc3ccccc3)n2)c1 | -5.3% | 15.1% | i | -1.8% | i | -2.1% | 0.1% | -16.0% | i | -2.9%[9.22 µM] | 1.8%
12 | Cc1ccc(N(C(=O)c2ccc(S(=O)(=O)N3CCOCC3)cc2)C2C=CS(=O)(=O)C2)cc1 (stereo not drawn) | 9.7% | 2.5% | i | -3.1% | i | 0.7% | -3.5% | -0.4% | i | -0.1% | -0.8%
13 | O=C1CN(C(=O)c2ccco2)C(c2ccc(F)cc2)c2cc(Cl)ccc2N1 (stereo not drawn) | 6.9% | 22.6% | i | 1.2% | i | -2.7% | 0.0% | 29.2% | i | 0.0% | 0.3%
14 | O=S(=O)(NCCOC12CC3CC(CC(C3)C1)C2)c1cccc2nsnc12 | 2.1% | 2.7% | i | -1.2% | i | -2.6% | 1.2% | 9.5% | i | -2.7% | -0.6%
15 | CC(NC(=O)CSc1nc2ccccc2c(=O)[nH]1)c1ccccc1 (stereo not drawn) | 12.8% | -0.1% | i | 0.3% | i | -0.6% | -0.1% | 14.2% | i | 2.1% | -1.9%
16 | COc1ccc(C2=NCC(CSc3nccc(=O)[nH]3)S2)cc1 (stereo not drawn) | -5.0% | 8.1% | i | 0.5% | ? | -1.3% | -3.5% | 7.9% | i | 0.0% | 0.8%
17 | CCOc1cc(NC(=O)c2ccco2)c(OCC)cc1NC(=O)CCC(=O)NCc1cccnc1 | 1.7% | 17.4% | i | -2.1% | ? | -0.7% | 0.6% | -13.5% | ? | 1.0% | -0.8%
18 | Cn1nc(C(=O)OCCN2C(=O)c3ccccc3C2=O)c2ccccc2c1=O | 4.4% | 4.1% | i | 9.5% | ? | -2.0% | -1.5% | 3.2% | ? | 1.0% | -1.2%
19 | CCCNC(=O)OC[C@@H]1O[C@H](CCO/N=C(\C)CCN2CCc3nc(CC)c(CC)cc3C2)C=C[C@@H]1Oc1ccc(OC)cc1 | / | / | / | -1.9%[11.5 µM] | / | 2.3%[11.5 µM] | -0.3%[15.4 µM] | 5.8%[11.4 µM] | / | / | -0.6%[15.4 µM]
20 | O=C(Nc1cc(Cl)ccc1O)C1CCCO1 (stereo not drawn) | -3.1% | -8.3% | i | -0.9% | i | -0.4% | -2.0% | 2.1% | i | 3.2% | 0.5%
21 | COCCCN1Cc2cccc(C(=O)O)c2C1=O | 7.3% | / | / | -4.5% | / | -2.2% | 0.9% | 5.8% | / | / | -1.9%
22 | O=C(CSc1nnc(CNC(=O)c2cccs2)o1)NCCc1ccccc1 | 4.5% | -11.3% | i | -3.4% | i | 0.7% | 0.8% | 0.3% | i | -2.3% | 2.7%
23 | Cc1nn(-c2ccccc2)c2nc(=O)n(-c3ccccc3)cc12 | 2.8% | / | i | 1.3% | i | -1.2% | -0.3% | -6.8% | i | -2.3% | -0.4%
24 | Cc1oc(-c2ccccc2)nc1C(=O)Nc1nccs1 | 2.8% | 20.4% | i | -5.5% | i | -1.6% | 1.1% | ? | i | 0.0% | 1.0%
25 | COC(=O)C1CCN(C(=O)CN2C(=O)NC(CCc3ccccc3)C2=O)CC1 (stereo not drawn) | 5.2% | -3.6% | i | 0.0% | i | 2.9% | 0.0% | ? | ? | -1.2% | -2.7%
26 | Cc1ccc(NC(=O)Nc2ccc(F)cc2)nc1 | 3.0% | -6.2% | i | -0.9% | i | -4.9% | 0.8% | 4.2% | i | -1.7% | -2.3%
27 | CCN(CC)S(=O)(=O)c1cc(C(=O)Oc2ccccc2OC)ccc1OC | -3.1% | -1.4% | / | -1.5% | / | -2.0% | -0.6% | ? | / | 4.4% | -1.0%
28 | NC1=NC2(CCCCC2)n2c(nc3ccccc32)N1 | -2.7% | -10.9% | i | -0.8% | i | 1.3% | -0.7% | 3.1% | i | -0.8% | -1.0%
29 | OC(c1ccccn1)c1c[nH]c2ccccc12 (stereo not drawn) | -1.7% | 2.5% | i | -2.3% | i | -2.0% | 0.5% | 4.3% | i | 1.6% | 0.2%
30 | C=CCn1c(SCc2cccnc2)nnc1-c1ccncc1 | 2.1% | / | i | 1.3% | i | -0.2% | 0.6% | -2.5% | i | 3.4% | 1.2%
31 | COC(=O)c1sc2ccccc2c1C(=O)OC | / | 3.8% | i | -0.1% | ? | -1.4% | -1.0% | 23.9% | i | 2.1% | -0.8%
32 | Cc1cccc(C)c1N1CCN(S(=O)(=O)c2ccc(F)cc2)CC1 | -2.8% | -8.9% | i | -1.6% | i | 0.2% | -0.6% | ? | i | 0.0% | -1.6%
33 | COc1ccccc1OCc1ccc(C(=O)NC(C)(C)C)o1 | -3.7% | -0.1% | ? | 0.7% | i | -1.5% | 0.7% | 16.4% | ? | 7.7% | -1.2%
34 | CSc1nc2c(c(=O)[nH]c(=O)n2C)n1C/C=C(\C)Cl | 3.6% | 1.4% | i | -0.4% | i | -0.7% | 0.7% | ? | i | 1.6% | -1.6%
35 | Cc1cc(C(=O)N2CCN(c3ncccn3)CC2)c(C)o1 | 3.9% | 18.3% | i | -3.0% | i | -2.5% | 0.0% | 3.1% | i | 1.7% | 1.4%
36 | Cc1nc(N)nc2ccccc12 | 0.0%[9.17 µM] | / | 5.05e-07M* | 0.5%[11.5 µM] | ? | 3.1%[11.5 µM] | 0.7%[15.4 µM] | 3.7%[11.4 µM] | 4.82e-07M* | 0.0%[9.22 µM] | -0.6%[15.4 µM]
37 | O=c1cc(-c2ccccc2)[nH]c2nc(Cl)ccc12 | -4.8% | -2.7% | 7.56e-08M* | -2.2% | ? | 0.2% | -0.9% | 8.9% | 6.92e-08M* | 10.0% | 2.2%
38 | O=C(Nc1cccnc1)c1cn(-c2ccccc2)nc1-c1cccs1 | -1.8% | 31.1%[activator] | i | 1.2% | i | -5.0% | 1.5% | -1.6% | i | -2.6% | -0.7%
39 | O=C(O)c1ccc2c(c1)ncn2C1CCCCCC1 | / | -3.6% | ? | 0.0% | i | -2.5% | 0.9% | 9.1% | ? | 8.3% | 0.1%
40 | C=CCc1cc(C(=O)N2CCCCC2)ccc1O | 0.2% | 1.8% | i | -0.6% | i | 1.3% | 1.1% | 2.7% | i | -2.1% | -2.3%
41 | COc1cc(CN2CCN(c3cccc(C)c3C)CC2)cc(OC)c1O | 0.3% | 10.8% | / | -1.5% | / | -1.4% | 1.1% | 14.9% | / | 2.5% | -2.7%
42 | O=C(OCC(F)(F)C(F)F)c1ccccc1C(=O)Oc1ccc(F)cc1F | -8.7% | -9.8% | / | -0.6% | / | 1.6% | 0.9% | ? | / | -1.8% | 1.9%
